Assay outcomes as filed in PubChem.
OXTR ag = human OXTR agonists, primary screen, fluorescence, CHO-OTR cells, Fluo-8 calcium; activation, % at 3 µM; Oxytocin receptor (Homo sapiens), P30559; AID 2435, 2010; Fluo-8 calcium fluorescence; normalized: DMSO 0%, oxytocin 100%; hit rate 0.32% among 320,000;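 active = activation above the mean of all tested compounds plus 3 SD, cutoff set per screening run, cut at about 20% in these data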;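 note: peak over basal fluorescence ratio from a 100 s FLIPR kinetic read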
Target sequence (P30559 whole entry, looked up): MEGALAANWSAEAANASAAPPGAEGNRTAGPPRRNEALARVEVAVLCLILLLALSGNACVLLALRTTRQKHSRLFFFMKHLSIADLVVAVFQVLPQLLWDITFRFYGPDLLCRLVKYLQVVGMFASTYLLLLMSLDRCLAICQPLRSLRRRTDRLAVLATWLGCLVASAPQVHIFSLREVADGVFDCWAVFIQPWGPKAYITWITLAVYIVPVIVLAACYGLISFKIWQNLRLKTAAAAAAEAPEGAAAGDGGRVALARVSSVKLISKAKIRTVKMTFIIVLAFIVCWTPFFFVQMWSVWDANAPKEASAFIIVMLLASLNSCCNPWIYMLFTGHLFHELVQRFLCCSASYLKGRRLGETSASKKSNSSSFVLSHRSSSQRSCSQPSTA
TAAR1 antag = human TAAR1 antagonists, primary screen, Fluo-8 calcium fluorescence, CHO RD-HGA16 cells; Trace amine-associated receptor 1 (Homo sapiens), Q96RJ0; antagonist; inhibition, % at 3 µM; hit rate 1.5% among 360,000; AID 624466, 2012;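 active = inhibition above a per-plate cutoff, the mean inhibition of test compounds on that plate plus 3 SD, cut at about 49% in these data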;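 note: 0% = DMSO plus EC80 beta-PEA response and 100% = DMSO alone without agonist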
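Test system – hTAAR1-expressing CHO RD-HGA16 cells, Gα16-coupled · Reagent – β-PEA at EC80 concentration, post-compound challenge · Compound dosing – 3 µM, single point · Timing – 140 s kinetic read after compound, 140 s after agonist · Detection – Fluo-8 intracellular calcium dye fluorescence, real-time kinetic reads · Control set – DMSO and EC80 PEA controls · Repeats – n of 1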
M1 antag = human M1 muscarinic receptor antagonists, primary screen, CHO-K1 cells, Fluo-8 calcium fluorescence, 1536-well; AID 588852, 2011; CHO-K1 hM1, ACh EC80 antagonist; hit rate 1.3% among 360,000; Muscarinic acetylcholine receptor M1 (Homo sapiens), P11229; inhibition, % at 3 µM;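 active = percent inhibition above its own plate's cutoff, namely the mean of that plate's compound wells plus 3 SD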;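 note: peak over basal fluorescence ratio during 140 s after agonist addition; 0% = ACh EC80 plus DMSO and 100% = DMSO alone without agonist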
Target sequence (P11229 whole entry, looked up): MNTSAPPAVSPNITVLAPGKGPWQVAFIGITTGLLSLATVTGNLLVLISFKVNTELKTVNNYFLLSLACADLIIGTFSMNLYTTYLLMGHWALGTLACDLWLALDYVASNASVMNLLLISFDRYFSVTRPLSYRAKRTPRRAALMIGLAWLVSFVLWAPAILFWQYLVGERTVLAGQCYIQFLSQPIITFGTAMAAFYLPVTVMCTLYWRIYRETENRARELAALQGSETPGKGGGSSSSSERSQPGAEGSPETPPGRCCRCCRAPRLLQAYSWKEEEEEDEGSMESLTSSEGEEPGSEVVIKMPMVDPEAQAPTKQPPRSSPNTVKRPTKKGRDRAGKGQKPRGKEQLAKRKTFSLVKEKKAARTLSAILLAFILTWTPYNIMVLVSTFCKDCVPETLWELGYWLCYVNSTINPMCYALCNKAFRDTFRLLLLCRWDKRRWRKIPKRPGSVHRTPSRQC
CHO parental Ca = ATP-evoked calcium signal inhibitors, parental CHO, primary screen, counter-screen for OX1R antagonist project, cell-based, fluorescence, Fluo-8 calcium dye; hit rate 0.63% among 330,000; parental CHO-K1, ATP-induced calcium, Fluo-8 fluorescence; inhibition, % at 5.6 µM;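 active = inhibition above that plate's mean sample inhibition plus 3 SD, cut at about 26% in these data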;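 note: 0% = ATP-challenged DMSO wells and 100% = DMSO wells without ATP; some compounds past the cut are filed as inactive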
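Measured by: calcium-sensitive Fluo-8 fluorescence / Test system: CHO parental line / Controls: ATP-challenged DMSO wells low, unchallenged DMSO wells high / Measure: % inhibition / Compound: single nominal dose of 5.6 µM per compound / Replicates: single well per compound, no replicates / Reagent: ATP as calcium-mobilizing challenge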
V1R ag counter = agonists of human V1a receptor, primary screen, counter-screen for OXTR agonist project, fluorescence, CHO-V1R cells. AID 2797, 2010. activation, % at 3 µM. hit rate 0.25% among 320,000. Fluo-8 calcium fluorescence, agonist mode; 0% DMSO, 100% 3 nM vasopressin;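 active = activation above the mean activation of all tested compounds plus 3 SD, per screening run, cut at about 20% in these data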;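 note: signal is peak over basal fluorescence ratio across a 100 second FLIPR read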
M1 ag = human M1 muscarinic receptor agonists, primary screen, Fluo-8 calcium fluorescence, CHO-K1 cells, HTS; CHO-K1 hM1, agonist mode; 0% DMSO, 100% acetylcholine EC100; activation, % at 3 µM; hit rate 0.33% among 360,000;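 active = activation above the run's mean compound activation plus 3 SD, cut at about 16% in these data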;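 note: peak over basal fluorescence ratio within a 140 s kinetic read after compound addition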
M1 PAM = human M1 muscarinic receptor positive allosteric modulators, primary screen, CHO-K1 cells, Fluo-8 calcium fluorescence, 1536-well. CHO-K1 hM1, ACh EC20; 0% = ACh EC20, 100% = maximal ACh. activation, % at 3 µM. hit rate 0.088% among 360,000. AID 588819, 2011; in the data active = activation above about 19%, passing the limit was not always enough
TAAR1 agonist = human TAAR1 agonists, primary screen, Fluo-8 calcium fluorescence, CHO RD-HGA16 cells | vehicle wells 0%, saturating PEA agonist 100% | activation, % at 3 µM | hit rate 0.99% among 360,000;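 active = activation above the mean activation of all test compounds in the run plus 3 SD, cut at about 38% in these data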
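System: CHO RD-HGA16 cells carrying human TAAR1 plus Gα16; Incubation: 17-24 h seeding, 75 min 37 °C dye, 30 min RT; Measured by: Fluo-8 fluorescence, 5 s baseline then 140 s kinetic read; Control set: DMSO and PEA EC100; Replication: single well for each compound.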
OXTR potentiator = human OXTR potentiators, primary screen, fluorescence, CHO-OTR cells, Fluo-8 calcium. Oxytocin receptor (Homo sapiens), P30559. activation, % at 3 µM. AID 2445, 2010. Fluo-8 calcium fluorescence, potentiator mode; 0% = oxytocin EC15, 100% = EC100. hit rate 0.061% among 320,000;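 active = activation above that plate's cutoff, the mean activation of tested compounds plus 3 SD, cut at about 6.6% in these data, passing the limit was not always enough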;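 note: 100% uses oxytocin at 75 nM as the full agonist control; some results filed as inactive read as strong as hits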
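Dosing: Single dose, 3.0 µM nominal final compound concentration | Material: Human OTR in CHO cells | Technique: Kinetic Fluo-8 calcium fluorescence | Benchmarks: EC15 oxytocin alone as 0%, 75 nM oxytocin as 100% | Probe or stimulus: Oxytocin at about EC15, sub-maximal agonist stimulus | Incubation: Compound 6 min at room temperature before oxytocin, 100 s read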
Numbers without * were called inactive. Rows were taken by chance (roughly 3.7% active in at least one column).

What do the screens show for `Cc1noc(C)c1COc1ccc(C(=O)N2CCN(S(=O)(=O)c3cccc(F)c3)CC2)cc1`?
OXTR ag: 3.9; TAAR1 antag: 0; M1 antag: -6; CHO parental Ca: -15; V1R ag counter: 3.4; M1 ag: -1; M1 PAM: -2; TAAR1 agonist: 6; OXTR potentiator: -8

Results for O=C(O)/C=C/C(=O)Nc1cccc(C(F)(F)F)c1 ?
OXTR ag: 1.8; TAAR1 antag: 3; M1 antag: 3; CHO parental Ca: 4; V1R ag counter: 0.7; M1 ag: -4; M1 PAM: 5; TAAR1 agonist: 5; OXTR potentiator: 3

Results for CCOc1ccc(N2C(=O)CC(SCc3nc4ccccc4[nH]3)C2=O)cc1 (stereo not drawn) ?
OXTR ag: -1.4; TAAR1 antag: -20; M1 antag: -2; CHO parental Ca: -18; V1R ag counter: 0.1; M1 ag: -10; M1 PAM: 5; TAAR1 agonist: 1; OXTR potentiator: -1

Results for O=C(NCc1ccccc1)C1CCCN(C(=O)c2ccc(F)cc2)C1 (stereo not drawn) ?
TAAR1 antag: -10; M1 antag: -9; M1 ag: -3; M1 PAM: 4; TAAR1 agonist: 1

How did O=S1(=O)N=C(N(CCO)/N=C/c2ccncc2)c2ccccc21 do in these assays?
OXTR ag: 1.1; TAAR1 antag: -7; M1 antag: -1; CHO parental Ca: 6; V1R ag counter: 1.5; M1 ag: -8; M1 PAM: 5; TAAR1 agonist: 6; OXTR potentiator: -3

What do the screens show for `COCCn1c(=S)[nH]c2cc(C(=O)N(CCO)Cc3ccccc3)ccc2c1=O`?
OXTR ag: 0.2; TAAR1 antag: -9; M1 antag: -5; CHO parental Ca: -18; V1R ag counter: -0.7; M1 ag: -12; M1 PAM: -2; TAAR1 agonist: 0; OXTR potentiator: -6

How did O=Cc1ccc(OCc2cn(CC(=O)c3ccc(O)cc3)nn2)cc1 do in these assays?
TAAR1 antag: -14; M1 antag: 4; M1 ag: 2; M1 PAM: -1; TAAR1 agonist: 8

What do the screens show for `CCNC(=O)CC1C(=O)N(c2ccc(F)cc2)C(=O)N1Cc1ccccn1` (stereo not drawn)?
OXTR ag: 0.3; TAAR1 antag: 9; M1 antag: -2; CHO parental Ca: -12; V1R ag counter: 1.3; M1 ag: -2; M1 PAM: 0; TAAR1 agonist: 7; OXTR potentiator: -4

How did Cc1cc(C(=O)CSc2nnc(CCC(N)=O)n2C)c(C)n1C1CC1 do in these assays?
TAAR1 antag: -10; M1 antag: 3; M1 ag: -4; M1 PAM: 0; TAAR1 agonist: 0

Results for COc1ccc(/C=N/n2cnn(Cc3ccccc3Cl)c2=S)cc1 ?
OXTR ag: -0.5; TAAR1 antag: 5; M1 antag: 3; CHO parental Ca: -26; V1R ag counter: 1.6; M1 ag: -3; M1 PAM: -6; TAAR1 agonist: 1; OXTR potentiator: -20

How did Cc1cc(C)cc(C(=O)OCC(=O)Nc2ncccn2)c1 do in these assays?
OXTR ag: 0.1; TAAR1 antag: -1; M1 antag: 17; CHO parental Ca: -8; V1R ag counter: 0.2; M1 ag: -3; M1 PAM: -7; TAAR1 agonist: 1; OXTR potentiator: -1

What do the screens show for `CCOc1cc(C=O)cc(N=Nc2cccc([N+](=O)[O-])c2)c1O`?
OXTR ag: 2.8; TAAR1 antag: -14; M1 antag: -1; CHO parental Ca: -10; V1R ag counter: 4.2; M1 ag: -2; M1 PAM: 1; TAAR1 agonist: -1; OXTR potentiator: -1

Reprinted at random: 2 compounds from above.
How did O=Cc1ccc(OCc2cn(CC(=O)c3ccc(O)cc3)nn2)cc1 do in these assays?
TAAR1 antag: -14; M1 antag: 4; M1 ag: 2; M1 PAM: -1; TAAR1 agonist: 8

What do the screens show for `COCCn1c(=S)[nH]c2cc(C(=O)N(CCO)Cc3ccccc3)ccc2c1=O`?
OXTR ag: 0.2; TAAR1 antag: -9; M1 antag: -5; CHO parental Ca: -18; V1R ag counter: -0.7; M1 ag: -12; M1 PAM: -2; TAAR1 agonist: 0; OXTR potentiator: -6

Carrying on.
Results for O=C(O)CCN1CCc2ccccc2C1c1ccncc1 (stereo not drawn) ?
OXTR ag: 0.3; TAAR1 antag: -2; M1 antag: -8; CHO parental Ca: 5; V1R ag counter: 0.9; M1 ag: -1; M1 PAM: 12; TAAR1 agonist: 0; OXTR potentiator: 7

How did CC(C)COc1ccc2[nH]c3c(c2c1)CCCC3=O do in these assays?
OXTR ag: -1.8; TAAR1 antag: -17; M1 antag: -13; CHO parental Ca: 1; V1R ag counter: -0.6; M1 ag: -4; M1 PAM: 10; TAAR1 agonist: 9; OXTR potentiator: -1

How did CCCc1nnc(NS(=O)(=O)c2ccc(C)cc2)o1 do in these assays?
TAAR1 antag: -10; M1 antag: -4; M1 ag: -2; M1 PAM: 1; TAAR1 agonist: 8

What do the screens show for `COP(=O)(OC)C(Nc1ccc(C)cc1)c1ccc([N+](=O)[O-])cc1` (stereo not drawn)?
OXTR ag: 1.1; TAAR1 antag: 7; M1 antag: 5; CHO parental Ca: -5; V1R ag counter: 1.0; M1 ag: -6; M1 PAM: 15; TAAR1 agonist: 4; OXTR potentiator: -6

Results for O=[N+]([O-])/C(=C\Nc1ccccc1Cl)S(=O)(=O)c1ccccc1 ?
OXTR ag: 0.6; M1 antag: 3; CHO parental Ca: 1; V1R ag counter: 0.4; M1 ag: -2; M1 PAM: 2; OXTR potentiator: -11

How did O=C(OCC(=O)N1CCCC1)c1ccc(NS(=O)(=O)c2cccs2)cc1O do in these assays?
OXTR ag: 1.1; TAAR1 antag: -9; M1 antag: -1; CHO parental Ca: 10; V1R ag counter: 0.2; M1 ag: -4; M1 PAM: 2; TAAR1 agonist: 2; OXTR potentiator: -4

How did O=C(COC(=O)C1CCC(N2C(=O)C3C4CCC(C4)C3C2=O)CC1)c1ccc(F)cc1 (stereo not drawn) do in these assays?
OXTR ag: 6.5; TAAR1 antag: 24; M1 antag: 6; CHO parental Ca: 8; V1R ag counter: 11; M1 ag: -4; M1 PAM: -3; TAAR1 agonist: 1; OXTR potentiator: -13

How did COC(=O)c1ccc2nc(-c3ccco3)c(Cc3cccc(F)c3)n2c1 do in these assays?
TAAR1 antag: -16; M1 antag: -27; M1 ag: 3; M1 PAM: 4; TAAR1 agonist: 3

What do the screens show for `COc1cc(OC)cc(-c2sc3ccc(OC)cc3c2-c2ccc(OCCN3CCCCC3)cc2)c1`?
M1 antag: -5; CHO parental Ca: 8; M1 ag: -1; M1 PAM: 7

Results for O=C(Oc1ccc2ccc(=O)oc2c1)c1cccs1 ?
OXTR ag: -1.5; TAAR1 antag: -2; M1 antag: -3; CHO parental Ca: 2; V1R ag counter: 0.2; M1 ag: -10; M1 PAM: 5; TAAR1 agonist: 0; OXTR potentiator: -11

Results for CCOC(=O)C1=C(c2ccccc2)N2CCS(=O)(=O)N=C2S1 ?
OXTR ag: 0.3; TAAR1 antag: -25; M1 antag: -18; CHO parental Ca: -8; V1R ag counter: 1.4; M1 ag: -7; M1 PAM: 9; TAAR1 agonist: 4; OXTR potentiator: -7

What do the screens show for `CN(C)/C=C(\C#N)C(=O)c1cccnc1Oc1ccc(F)cc1F`?
OXTR ag: -0.2; TAAR1 antag: 5; M1 antag: -1; CHO parental Ca: -7; V1R ag counter: 0.2; M1 ag: -5; M1 PAM: 7; TAAR1 agonist: 5; OXTR potentiator: -6

How did COc1ccc(CCNC(=O)C2CC3Cn4c(nc5cc6ccccc6cc54)C3N2C)cc1 (stereo not drawn) do in these assays?
OXTR ag: 4.8; TAAR1 antag: -3; M1 antag: 16; CHO parental Ca: 1; V1R ag counter: 6.5; M1 ag: -1; M1 PAM: -6; TAAR1 agonist: 20; OXTR potentiator: -9

Results for O=C(O)/C=C\c1ccccc1Oc1cccc(Cl)c1 ?
OXTR ag: -0.3; TAAR1 antag: 8; M1 antag: -1; CHO parental Ca: 1; V1R ag counter: 7.9; M1 ag: -8; M1 PAM: 7; TAAR1 agonist: 2; OXTR potentiator: -13

What do the screens show for `CCCCNC(=O)/C(C#N)=C/c1ccc(F)cc1F`?
OXTR ag: 0.4; TAAR1 antag: -43; M1 antag: 8; CHO parental Ca: -7; V1R ag counter: -0.7; M1 ag: 1; M1 PAM: 0; TAAR1 agonist: -1; OXTR potentiator: -9

What do the screens show for `C=CCn1c2ccccc2c2nnc(SCC(=O)Nc3c(C)n(C)n(-c4ccccc4)c3=O)nc21`?
TAAR1 antag: -9; M1 antag: -7; M1 ag: -4; M1 PAM: 5; TAAR1 agonist: 3

What do the screens show for `CN(CC(=O)Nc1ccccc1)CC(=O)Nc1ccccc1Cl`?
OXTR ag: -0.6; TAAR1 antag: -13; M1 antag: -4; CHO parental Ca: -8; V1R ag counter: 0.4; M1 ag: -4; M1 PAM: 7; TAAR1 agonist: 2; OXTR potentiator: -2

Results for O=C(/C=C/c1cccc2ccccc12)NCCC1=CCCCC1 ?
OXTR ag: -0.1; TAAR1 antag: 15; M1 antag: -18; CHO parental Ca: -1; V1R ag counter: 1.1; M1 ag: -2; M1 PAM: 11; TAAR1 agonist: 5; OXTR potentiator: -7

Part of the list above in order of length of the SMILES, ascending:
Results for O=C(O)/C=C\c1ccccc1Oc1cccc(Cl)c1 ?
OXTR ag: -0.3; TAAR1 antag: 8; M1 antag: -1; CHO parental Ca: 1; V1R ag counter: 7.9; M1 ag: -8; M1 PAM: 7; TAAR1 agonist: 2; OXTR potentiator: -13

What do the screens show for `CN(CC(=O)Nc1ccccc1)CC(=O)Nc1ccccc1Cl`?
OXTR ag: -0.6; TAAR1 antag: -13; M1 antag: -4; CHO parental Ca: -8; V1R ag counter: 0.4; M1 ag: -4; M1 PAM: 7; TAAR1 agonist: 2; OXTR potentiator: -2

What do the screens show for `C=CCn1c2ccccc2c2nnc(SCC(=O)Nc3c(C)n(C)n(-c4ccccc4)c3=O)nc21`?
TAAR1 antag: -9; M1 antag: -7; M1 ag: -4; M1 PAM: 5; TAAR1 agonist: 3
